# Assay outcomes as filed in PubChem.
# CASP6 VEID inh = caspase-6 (human) enzyme inhibition; inhibition, % at 12.5 µM; AID 686996; purified caspase-6, Z-VEID-R110 cleavage fluorescence; P55212; 0.53% of 350,000 active;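 active = mean inhibition across replicates at least about 35%, with every replicate also reaching that limit, limit read from the data; inconclusive = only one of the two criteria met; inactive = neither criterion met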;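 also: 0% = median of neutral control wells and 100% = no fluorescence left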
# Target sequence (P55212 24-179 limits assumed): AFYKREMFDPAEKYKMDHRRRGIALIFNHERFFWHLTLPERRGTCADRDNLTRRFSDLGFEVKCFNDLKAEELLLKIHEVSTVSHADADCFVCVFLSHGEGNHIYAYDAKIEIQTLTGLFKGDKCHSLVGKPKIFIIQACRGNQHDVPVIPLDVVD
# Target sequence (P55212 194-293 limits assumed): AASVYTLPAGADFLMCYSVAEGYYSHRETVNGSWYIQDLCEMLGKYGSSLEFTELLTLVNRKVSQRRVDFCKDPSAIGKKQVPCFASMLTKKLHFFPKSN
# LGR2 antag = blocks bursicon-induced cAMP signaling via Drosophila LGR2. 0.35% of 380,000 active. inhibition, % at 9.99 µM. AID 720647. HEK293 LGR2, CRE-luciferase, bursicon-stimulated, 4 h;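 active = drop in luminescence signal, shown as inhibition above about 50% in the replicate tests, limit read from the data, passing the limit was not always enough; inconclusive = probably only some replicates passing the limit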;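 also: agonist challenge used bursicon conditioned medium at about half maximal strength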
# DENV2 CPE rescue = protects cells from dengue virus 2 cytopathic effect; AID 651640; DENV2-infected cells, cytopathic effect rescue, plate reader; CPE inhibition, % at 9.99 µM; 1.7% of 350,000 active; in the data active = CPE inhibition above about 20%, passing the limit was not always enough; inconclusive = no clear call, values can overlap the other calls; tested in BHK-21 cells;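 also: 0% = median of neutral control wells and 100% = median of positive control wells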
# ARNT-TACC3 inh = disrupts binding between human ARNT and TACC3; Q9Y6A5; AlphaScreen His-ARNT PAS-B/GST-TACC3 binding, luminescence; TACC3 fragment carries E629A point mutation; inhibition, % at 9.99 µM; 0.66% of 390,000 active; AID 623870;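 active = mean inhibition of replicates at least 50% and at least half of replicates each reaching 50%; inconclusive = half or more replicates reach 50% but mean below 50%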;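 also: 0% = complete ARNT plus TACC3 wells and 100% = ARNT alone without TACC3; many hits fall short of the cut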
# PAX8 reporter = lowers PAX8-driven luciferase in RMG-I cells; RMG-I TPO-luciferase reporter, SteadyGlo, 24 h; inhibition, % at 12.6 µM; 1.2% of 360,000 active; AID 652154;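 active = mean replicate inhibition at least 60% with every replicate also reaching 60%; inconclusive = only one of the two criteria is met; inactive = mean below 60% and not all replicates reaching 60%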;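 also: luciferase light reporting Pax8 driven TPO promoter activity; plate controls were median of neutral control wells for no effect and mitoxantrone controls for full effect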
# SIRT5 block = blocks human SIRT5 desuccinylation of peptide; Q9NXA8; Purified SirT5, succinyl-peptide AMC, trypsin-coupled fluorescence; inhibition, % at 15 µM; 1.1% of 330,000 active; AID 652115; in the data active = inhibition above about 15%; inconclusive = no clear call, values can overlap the other calls
# Target sequence (Q9NXA8 whole entry, looked up): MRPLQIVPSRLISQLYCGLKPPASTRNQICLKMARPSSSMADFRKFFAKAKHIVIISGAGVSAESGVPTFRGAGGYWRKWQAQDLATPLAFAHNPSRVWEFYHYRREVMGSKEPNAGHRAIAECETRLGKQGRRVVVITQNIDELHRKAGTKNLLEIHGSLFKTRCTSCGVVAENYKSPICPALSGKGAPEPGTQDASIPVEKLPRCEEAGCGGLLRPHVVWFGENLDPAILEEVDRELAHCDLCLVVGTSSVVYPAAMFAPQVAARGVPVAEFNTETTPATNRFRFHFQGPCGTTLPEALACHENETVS
# EWS-Fli inh = blocks EWS/Fli oncoprotein-driven transcription; A673 NR0B1-luciferase reporter, viability-normalised; inhibition, % at 12.6 µM; 0.67% of 350,000 active;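 active = mean inhibition of at least 50% after viability correction, with every replicate also passing that limit; inconclusive = mean reaches 50% but only one of two replicates passes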;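 also: firefly luciferase signal divided by Alamar Blue viability fluorescence both relative to DMSO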
# * = called active by the depositor; ? = inconclusive; / = not tested or not shown.
SMILES,CASP6 VEID inh,LGR2 antag,DENV2 CPE rescue,ARNT-TACC3 inh,PAX8 reporter,SIRT5 block,EWS-Fli inh
COc1ccc(N(CC(=O)Nc2cc(OC)ccc2OC)S(=O)(=O)c2c(C)noc2C)cc1,1.4,-16.1,3.3,2.0,14.5,1.0,/
O=S(=O)(c1ccccc1)N1CC2(C1)[C@H](c1ccccc1)[C@@H](CO)N2CC1CC1,1.5,-12.5,18.2,/,/,-0.2,12.6
C[C@H]1CN([C@@H](C)CO)S(=O)(=O)c2ccc(C#Cc3ccccc3)cc2O[C@H]1CN(C)C(=O)c1ccccn1,-0.4,-11.3,-3.6,-4.3,6.6,3.2,26.3
COc1ccc(COn2nnc3ccc(S(=O)(=O)N4CCOCC4)cc32)cc1F,-1.5,-5.6,-10.4,-18.8,/,0.9,6.3
CCCCn1c(N)c(Sc2ccc([N+](=O)[O-])cc2)c(=O)[nH]c1=O,0.7,-1.9,7.1,-8.8,-89.8,12.3,-1.3
C[C@H](CO)N1C[C@H](C)[C@H](CN(C)C)Oc2ccc(NS(=O)(=O)c3ccccc3)cc2C1=O,-1.4,9.4,3.7,/,-6.3,-0.4,/
O=C1NCCN(CC2CCN(CCC3CCCC3)CC2)C1=O,22.1,6.3,7.4,-4.6,1.3,-1.9,-2.1
O=C(NCc1ccco1)/C(=C/c1ccc(Br)cc1)NC(=O)c1ccco1,3.4,19.1,5.2,-1.5,0.5,-1.6,-1.3
Cc1noc(C)c1NC(=O)Nc1ccc2c(c1)C(=O)N([C@H](C)CO)C[C@H](C)[C@H](CN(C)Cc1ccc(Cl)c(Cl)c1)OCCCC[C@H](C)O2,-0.6,-16.4,26.6*,30.0,17.2,7.0,-4.2
N=c1n(CCO)c2ccccc2n1CCN1CCCCC1,-9.9,-10.9,6.2,/,6.3,0.0,2.3
Cc1ccc(NC(=O)COc2ccccc2C(=O)NCCc2ccccc2)cc1,-2.8,-0.4,-0.2,3.4,14.0,-0.7,4.1
CN(C)C(=O)CSc1nnc(-c2ccc(F)cc2)c2ccccc12,6.4,-4.6,10.6,2.8,14.9,/,5.6
CCCC#Cc1cnc2c(c1)C(=O)N([C@@H](C)CO)C[C@H](C)[C@H](CN(C)C(=O)c1cccnc1)O2,2.6,-2.1,4.5,-7.6,/,-9.5,-5.2
Cc1cccc(C(=O)OC2CCOC2=O)c1C (configuration not stated),9.2,20.7,-1.2,2.2,15.6,-2.5,3.5
O=C(C[C@@H]1C[C@@H]2c3cc(NC(=O)c4cccnc4)ccc3O[C@@H]2[C@@H](CO)O1)NCc1cc(F)ccc1F,0.8,-12.2,3.9,-3.9,0.0,0.0,-8.1
CCN(CC)c1ccc(/C=N/NC(=O)c2cccc(S(=O)(=O)N3CCOCC3)c2)cc1,-3.7,15.0,-4.1,-4.0,4.1,-0.5,4.4
CN(C(=O)c1ccccc1Br)C1CCS(=O)(=O)C1 (configuration not stated),1.8,-6.1,7.0,-4.3,-2.9,3.6,-1.6
COc1ccccc1NS(=O)(=O)c1cc(NC(=S)Nc2cc(C)cc(C)c2)ccc1Cl,-0.6,23.1,-2.7,-17.9,11.1,-4.3,30.2
CC(C)=Cc1c(O)nc2ccccn2c1=O,3.2,-2.5,/,-2.2,1.9,1.5,-3.8
CO[C@H]1CN(C)C(=O)c2cc(NC(=O)Nc3cccc(F)c3)ccc2OC[C@H](C)N(C(=O)Nc2c(C)noc2C)C[C@@H]1C,3.3,-6.6,-5.0,5.4,1.6,-2.2,3.5

# Whole records, looked up by structure.
# CCCCn1c(N)c(Sc2ccc([N+](=O)[O-])cc2)c(=O)[nH]c1=O is entered as CASP6 VEID inh: 0.7; LGR2 antag: -1.9; DENV2 CPE rescue: 7.1; ARNT-TACC3 inh: -8.8; PAX8 reporter: -89.8; SIRT5 block: 12.3; EWS-Fli inh: -1.3
# CN(C)C(=O)CSc1nnc(-c2ccc(F)cc2)c2ccccc12 is entered as CASP6 VEID inh: 6.4; LGR2 antag: -4.6; DENV2 CPE rescue: 10.6; ARNT-TACC3 inh: 2.8; PAX8 reporter: 14.9; SIRT5 block: /; EWS-Fli inh: 5.6
# CCCC#Cc1cnc2c(c1)C(=O)N([C@@H](C)CO)C[C@H](C)[C@H](CN(C)C(=O)c1cccnc1)O2 is entered as CASP6 VEID inh: 2.6; LGR2 antag: -2.1; DENV2 CPE rescue: 4.5; ARNT-TACC3 inh: -7.6; PAX8 reporter: /; SIRT5 block: -9.5; EWS-Fli inh: -5.2

# Other entries:
SMILES,CASP6 VEID inh,LGR2 antag,DENV2 CPE rescue,ARNT-TACC3 inh,PAX8 reporter,SIRT5 block,EWS-Fli inh
N#C[C@H]1[C@@H](c2ccc(C3=CCCC3)cc2)[C@@H](CO)N1C(=O)NC1CCCC1,-2.9,-12.5,?,-10.6,3.2,-0.8,1.5
CC(=O)c1ccc(N2CCN(S(=O)(=O)c3cn(C)cn3)CC2)cc1,0.8,0.3,-4.1,6.6,-8.8,3.1,-11.7
C[C@H](CO)N1C[C@H](C)[C@H](CN(C)Cc2ccccc2)Oc2ccc(NC(=O)CCN3CCOCC3)cc2C1=O,-1.2,7.6,8.0,-10.1,-29.1,-1.1,-8.4
CC(=O)NCCCC(=O)NN1C(=S)N(Cc2ccccc2)C(=O)C1CC(=O)Nc1cccc(C)c1 (configuration not stated),0.1,-1.0,10.1,-1.7,4.9,-3.9,-0.8
CCN(CC)CCSC(=O)C(c1ccccc1)c1ccccc1,-0.1,12.1,-3.0,/,0.9,-2.5,-3.3
CO[C@@H]1CN(C)C(=O)c2cc(NS(=O)(=O)c3ccccc3)ccc2OC[C@@H](C)N(Cc2cccnc2)C[C@@H]1C,0.0,-2.4,2.5,-9.3,-6.8,-3.5,3.8
CCC1=C2CC[C@H]3C(=O)N(CC(=O)OC)C(=O)[C@H]3[C@H]2[C@@]2(C)C(=NCC(=O)OC)OC(=O)N2C1=O,2.0,3.2,5.0,11.6,-17.0,/,-2.3
Fc1ccc2nc(Nc3nc4c(F)cccc4s3)sc2c1,/,-38.6,/,-4.0,-85.3,/,/
Cc1ccc(S(=O)(=O)N(C)C[C@@H]2Oc3c(NS(=O)(=O)c4ccc(F)cc4)cccc3C(=O)N([C@H](C)CO)C[C@@H]2C)cc1,/,2.2,-20.6,16.7,-0.2,/,7.3
CC1(C)C/C(=N/Nc2ccc([N+](=O)[O-])cc2[N+](=O)[O-])C(C)(C)O1,2.9,/,-3.6,-0.7,-4.2,-0.6,0.1
COc1ccc(CN(C)C[C@H]2Oc3ccc(NC(=O)C4CC4)cc3C(=O)N([C@H](C)CO)C[C@H]2C)cc1,-2.5,19.8,3.8,1.3,/,-0.9,1.4
CC(=O)NC[C@H]1[C@@H](c2ccc(C#Cc3ccccc3F)cc2)[C@@H](CO)N1C(C)=O,-5.8,-10.7,0.4,/,/,-0.7,/
O=C(Nc1ccccc1)c1ccc(-c2ccccc2C(F)(F)F)o1,1.7,-1.9,-6.1,-11.6,-69.0,/,-21.0
CCOC(=O)c1ccc(NC(=O)c2nc[nH]c2C(=O)NC[C@H](C)O)cc1,-3.8,-37.7,80.1*,/,-13.7,0.8,7.0
O=c1[nH]c(-c2ccccc2)cn1C1CCN(Cc2ccc(-c3nc4ccccc4nc3-c3ccccc3)cc2)CC1,-1.0,-11.4,-7.5,/,11.2,1.9,35.0
CCn1cc(C(=O)N2CCc3ccccc3C2)c(=O)c2cc(S(=O)(=O)N3CCCCC3)ccc21,-0.8,/,/,/,33.9,1.3,6.9
Cc1ccc(C(=O)C2CCOC(C)(C)C2)cc1 (configuration not stated),-2.6,-5.2,-1.2,/,-7.0,-1.0,-4.2
COc1cccc(C(=O)NNC(=O)C(=O)N2CCCCC2)c1,-0.9,12.9,-1.3,-0.6,5.7,-7.6,-1.8
CNC[C@@H]1Oc2c(NC(=O)Nc3c(C)noc3C)cccc2C(=O)N([C@@H](C)CO)C[C@@H]1C,5.2,4.0,9.7,-9.6,6.1,0.2,10.6
COc1ccc(S(=O)(=O)Nc2cccc3c2O[C@@H](CN(C)C(=O)NC2CCCCC2)[C@@H](C)CN([C@H](C)CO)C3=O)cc1,-0.3,8.3,-1.8,1.0,/,6.1,3.3
CN(C)CCCNC(=O)C[C@H]1CC[C@H]2[C@@H](COc3ccc(NC(=O)c4ccccc4F)cc3C(=O)N2C)O1,0.6,-13.1,-11.1,2.1,-7.3,0.0,-2.4
COc1cccc(-c2ccc([C@H]3[C@H](CO)N4C(=O)CN(C(=O)C5CCC5)C[C@@H]34)cc2)c1,2.0,-3.7,18.8,/,-19.2,1.5,-8.0
C[C@@H]1CN([C@H](C)CO)C(=O)c2cccc(NS(C)(=O)=O)c2O[C@@H]1CN(C)Cc1ccc(C(=O)O)cc1,-0.6,5.4,-5.1,-7.8,/,-0.1,-10.0
CCCNC(=O)N(C)C[C@H]1Oc2ncc(/C=C/c3ccccc3)cc2C(=O)N([C@@H](C)CO)C[C@@H]1C,4.6,3.5,-13.3,-5.1,/,-3.9,-0.4
Cc1nn(-c2ccccc2)c(N2CCCC2)c1/C=N/NC(=O)c1cc(-c2cccs2)nc2ccccc12,-0.4,-5.8,/,-5.8,-4.1,-2.8,13.3
COc1cc(/C=C2\SC(=S)N(NC(=O)c3ccc(O)cc3)C2=O)ccc1O,8.5,-7.6,1.7,/,10.5,7.3,12.5
COC(=O)c1ccc(C2/C(=C(/O)c3ccc4c(c3)CC(C)O4)C(=O)C(=O)N2Cc2ccncc2)cc1 (configuration not stated),/,-1.6,6.2,-4.6,-25.7,-0.5,-4.6
COc1ccc(-c2nc(CSCC(=O)NC3CCN(Cc4ccccc4)CC3)c(C)o2)cc1OC,-39.2,17.0,18.1,-1.0,7.9,-0.8,7.5
CCN(CC1CCCN(CCc2cccc(F)c2)C1)C(=O)c1cc(C)oc1C (configuration not stated),0.0,-16.8,7.1,4.0,-5.4,5.8,/
Cc1ccc(-c2cc(=O)c3ccc(Cl)cc3[nH]2)cc1,-2.7,-7.8,0.5,-6.5,17.7,-1.4,11.1
O=c1c2c(ncn1Cc1ccccc1)nc1n2CCC1,-4.0,-0.8,2.7,/,-16.9,-1.9,-14.8
CCS(=O)(=O)N1CC(=O)N2[C@H](CO)[C@@H](c3ccc(C#CC4CCCC4)cc3)[C@@H]2C1,-0.2,8.4,-5.4,/,/,-0.8,-1.2
CCOC(=O)C1CCN(Cc2ccccc2C)CC1,-0.9,-8.2,-2.8,-18.6,/,-3.2,7.6
OC(c1ccc(F)c(F)c1)c1nc(-c2cccc(F)c2)cs1 (configuration not stated),4.3,-8.4,9.0,/,-13.3,/,-1.7
COc1ccc(-c2ccc3n(c2=O)C[C@H]2[C@H](CO)[C@@H](C(=O)N(C)C)[C@@H]3N2C(=O)c2cnccn2)cc1,/,5.1,/,/,-2.7,/,-0.3
CN1CCN(C(=O)c2cc3c(c(-c4cccc(C#CC(C)(C)O)c4)n2)[C@H](CCO)N(S(=O)C(C)(C)C)C3)CC1 (some centres not stated),11.4,-3.8,6.5,/,16.3,-1.6,-4.7
O=C(Nc1ccccc1F)c1ccc2snnc2c1,-1.2,-11.4,2.5,-2.3,-55.4,-4.7,-50.1
CCc1sc(C(=O)Nc2ccccc2N2CCOCC2)cc1C,1.6,14.8,-0.2,-8.1,-8.3,0.1,12.0
COc1ccc2c3c([nH]c2c1)[C@@H](CO)N(CC1CCOCC1)CC31CN(C(=O)c2ccc(F)cc2)C1,1.7,-5.1,-2.6,/,/,4.1,-6.5
CCN(C(=O)c1ccc(Cl)cc1[N+](=O)[O-])c1ccccc1C,2.4,-8.3,1.3,36.9,4.7,-2.5,-4.4

# This is a random part of the collection; any-hit rate near 4.9%.
